# Bioassay records as filed in PubChem.
# Hsp70 activator – Hsp70 transcriptional activators, primary screen, cell-based, HeLa, Hsp70 promoter luciferase, luminescence, 10 µM; HeLa Hsp70 promoter luciferase reporter; scaled: vehicle 0, proteasome-inhibitor control 100%; activation, % at 10 µM; 0.04% of 200,000 active;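 active means activation above the mean across all tested compounds plus 3 SD, cutoff set per campaign, cut at about 5.5% in these data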;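 further: 100% = MG132 at 30 µM as the positive control and 0% = DMSO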
# FLuc act counter – FLuc activators, initial screening, artefact control for FLuc-dependent activation tests, biochemical, ATPlite luminescence; AID 1027, 2008; activation factor at 10 µM; 200,000 tested, under 10 active; Luciferin 4-monooxygenase (Photinus pyralis), P08659; ATPlite luciferase biochemical, 10 min; 0 = ATP-free wells, 1 = DMSO control;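 active means luciferase activation factor, scaled between plate controls, of at least 2 with compound at 10 µM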
# Target sequence (P08659 whole entry, looked up): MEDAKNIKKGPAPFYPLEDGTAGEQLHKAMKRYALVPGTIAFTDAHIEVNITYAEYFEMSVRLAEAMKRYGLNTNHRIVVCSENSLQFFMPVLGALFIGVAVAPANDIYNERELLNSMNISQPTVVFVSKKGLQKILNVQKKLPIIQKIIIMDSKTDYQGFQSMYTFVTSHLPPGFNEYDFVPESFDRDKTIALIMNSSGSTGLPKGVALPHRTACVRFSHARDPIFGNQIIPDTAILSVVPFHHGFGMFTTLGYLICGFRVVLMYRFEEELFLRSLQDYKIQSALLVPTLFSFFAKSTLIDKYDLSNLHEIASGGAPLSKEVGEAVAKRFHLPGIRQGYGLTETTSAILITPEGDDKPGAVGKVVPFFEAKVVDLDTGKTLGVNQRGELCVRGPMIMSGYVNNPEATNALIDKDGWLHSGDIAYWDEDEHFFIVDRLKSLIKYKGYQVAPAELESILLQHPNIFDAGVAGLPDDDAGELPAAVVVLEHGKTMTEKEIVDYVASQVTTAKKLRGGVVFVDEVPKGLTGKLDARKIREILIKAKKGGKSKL
#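 Material: luciferase plus luciferin reagent, cell-free. Medium: PBS buffer for ATP. Also added: ATP substrate, dispensed from a 10.24 µM working solution in PBS. Doses: test compounds dosed from 2 mM stocks in 100% DMSO. Incubation: 10 min post-reagent at room temperature. Technique: light output (luminescence). Read-out basis: luminescence gain marking luciferase activators.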
# G6PDH CS – L. mesenteroides G6PDH inhibitors, counter-screen for G6PDH-coupled screening assays, biochemical, Leuconostoc mesenteroides enzyme; glucose-6-phosphate dehydrogenase [Leuconostoc mesenteroides]; Purified L. mesenteroides G6PDH, diaphorase/resazurin coupled fluorescence, 45 min; inhibition, % at 5 µM; 0.12% of 200,000 active; AID 1020, 2008; in the data active means inhibition above about 50%
# DTT redox prof – compounds producing H2O2 with reducing agent – biochemical, NIH compound library profiling, artefact control for MLSCN library redox annotation, primary screen; DTT-dependent redox cycling H2O2, phenol red/HRP absorbance; 100% = 100 µM peroxide control, 0% = buffer; activation, % at 10 µM; 0.03% of 200,000 active;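 active means activation of at least 50% relative to the plate's high and low controls in the primary single-dose screen; inactive means activation below 50%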;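 further: compound incubated with DTT at 0.8 mM final as the reducing agent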
# FLuc inh counter – firefly luciferase enzyme inhibitors, primary screen, artefact control for luciferase-based inhibitor screens, biochemical, luminescence, ATPLite; 1.5% of 200,000 active; inhibition, % at 10 µM; AID 1006, 2008; Luciferin 4-monooxygenase (Photinus pyralis), P08659; 10 min;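 active means inhibition above about 50% when tested at 10 µM, limit read from the data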
# APP 5'UTR act – activators of APP 5'UTR luciferase reporter, primary screen, SH-SY5Y cells; SH-SY5Y APP 5'UTR luciferase reporter, luminescence; zero percent = DMSO vehicle wells; 1% of 190,000 active; activation, % at 2 µM;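 active means activation above a set limit, based on mean plus 3 SD of controls, cut at about 140% in these data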; further: values of inactives mirror those of a sister screen read the other way
# APP transl inh – inhibitors of APP translation via 5'UTR reporter, primary screen, APP 5'UTR luciferase, SH-SY5Y cells. SH-SY5Y APP 5'UTR-luciferase reporter, luminescence. inhibition, % at 2 µM. 0.82% of 190,000 active. AID 1285, 2008;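 active means inhibition above a set limit, derived from the sample mean plus 3 SD, cut at about 45% in these data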; further: values of inactives mirror those of a sister screen read the other way
# NF-kB neuron act – activators of NF-kB expression in neurons, primary screen, cell-based, HTS; human neuronal cells, NF-kB reporter expression; active compounds read high; fold change at 12.5 µM; 1.6% of 190,000 active; AID 1239, 2008; in the data active means fold change above about 3.3
# HMGR II inh – inhibitors of E. faecalis class II HMGR, primary screen, biochemical, Enterococcus faecalis; HMG-CoA reductase (Enterococcus faecalis, mvaE); purified E. faecalis HMGR, NADPH absorbance 340 nm kinetic; inhibition, % at 10 µM; 0.41% of 190,000 active; AID 1066, 2008;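 active means inhibition above a set limit, the median over all tested compounds plus 3 SD, cut at about 9.5% in these data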;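 further: enzyme runs in reverse so mevalonate oxidation gives rising NADPH absorbance; 0% = complete reaction with DMSO and 100% = background rate lacking mevalonate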
# STAT1 act – STAT1 signaling activators, primary screen, cell-based, HTS, luciferase reporter; NIH 3T3 STAT1-luciferase reporter, IFN-gamma, luminescence; 100% = IFN-gamma alone, no compound; activation (% of control), % at 5.5 µM; 2.6% of 200,000 active;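 active means activation above the screen-wide mean activation plus 3 SD, cut at about 130% in these data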;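 further: raw ratio to IFN-gamma control signal so 100% means no change and 0% no light; values of inactives mirror those of a sister screen read the other way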
# * = called active by the depositor; x = no result given. An unsorted share of the library, and some 5.3% of all compounds hit somewhere here.
SMILES,Hsp70 activator,FLuc act counter,G6PDH CS,DTT redox prof,FLuc inh counter,APP 5'UTR act,APP transl inh,NF-kB neuron act,HMGR II inh,STAT1 act
N#Cc1c(C#N)c(-c2ccccc2)n(-c2ccc(C(=O)O)cc2)c1N,-0.5,1,-2,2.3,-3,17,-17,1.2,-7,110
COC(=O)CSc1nc2sc3c(c2c(=O)n1C1CCCCC1)CCN(C)C3,-0.4,1,6,0.7,-2,-12,12,1.1,-3,95
CCCCN(C(=O)c1ccc(Cl)c([N+](=O)[O-])c1)c1c(N)n(CCC)c(=O)[nH]c1=O,0.2,1,0,-0.4,-1,-5,5,1.4,0,100
N#Cc1c(/N=C/c2ccco2)oc(-c2ccccc2)c1-c1ccccc1,-0.3,1.1,-36,-1.1,-10,-5,5,1.1,0,98
CC(=O)N1N=C(c2cccc(Br)c2)OC12CCCC2,-0.1,1,4,0.5,-4,0,0,0.98,2,100
Cc1cc(C)cc(N(CC(=O)NCCSCc2ccccc2)S(C)(=O)=O)c1,-0.2,1.1,8,-0.4,-6,-1,2,1.2,-1,90
CCc1ccccc1OCc1nnc(N)s1,-0.2,1.1,2,-3.7,-8,10,-10,1.3,-8,106
CCCCCn1c(=O)[nH]c2cc(C(=O)NCc3ccco3)ccc2c1=O,-0.2,1,2,0.2,-4,6,-6,0.89,0,105
COC(=O)c1[nH]c(C)c(/C(O)=C2\C(=O)C(=O)N(CCN(C)C)C2c2cccs2)c1C (stereo unspecified),-0.2,1.1,3,-4.1,-9,6,-6,1.1,-4,97
O=C(CNC1CCCCCC1)Nc1ccccc1N1CCOCC1,-0.2,1,1,-0.7,-3,-20,20,0.99,0,102
O=C(C1CCCCC1)N1CCCn2c1nc1ccccc12,-0.2,1,6,3.5,-4,2,-2,0.93,1,109
CCCCn1c(N)c(C(=S)NC(=O)CC(C)(C)C)c(=O)n(C)c1=O,-0.3,1,-6,0.3,0,-2,2,1.1,-1,99
Cc1cccc(C(=O)NC(=S)Nc2ccccc2C(=O)O)c1,0.0,1.1,9,1.0,-5,-6,6,1,1,100
O=C(CCn1c(=O)[nH]c2ccccc2c1=O)N1CCN(c2ccc(Cl)cc2)CC1,0.0,1.1,1,1.6,-6,-9,9,1,-2,94
CCCCN1C2CCCC1CC(NC(=O)C1CCCCC1)C2 (stereo unspecified),-0.1,1.1,6,0.5,-6,23,-23,1.1,-1,105
C=CCn1c(SCC(=O)Nc2sccc2C(N)=O)nc2ccccc2c1=O,-0.2,1,4,-15,-3,-5,5,0.92,1,94
O=C(Nc1ccc(Cl)c(S(=O)(=O)N2CCOCC2)c1)c1ccccc1-c1ccc(C(F)(F)F)cc1,-0.5,1,9,-0.1,4,5,-5,0.55,-3,97
Cc1ccc(S(=O)(=O)N2CCCOC2CNC(=O)C(=O)NCc2ccco2)cc1 (stereo unspecified),-0.4,1.1,0,-0.7,-6,-5,5,1.2,-4,99
COC(=O)c1sc(S(=O)(=O)N2CCCCC2)c(C(=O)OC)c1C,0.0,1,0,-1.0,-4,-9,9,1.1,0,103
Cc1nn(C)c(C)c1NC(=O)CCSc1nc(-c2ccco2)cc(C(F)(F)F)n1,-0.3,1.1,-6,0.9,-5,-6,6,0.92,3,85
CCc1ccccc1NC(=O)N1CCC(NC(=O)C(Cc2ccc(OC)c(OC)c2)NC(C)=O)CC1 (stereo unspecified),-0.3,1,9,-3.6,-3,4,-4,1.2,-3,91
CCN1CCN(c2cc(C)c3cc(NC(=O)c4ccccc4F)ccc3n2)CC1,0.4,1,1,-1.2,4,16,-16,1.3,-12,112
COc1ccc(CCC(=O)Nc2sccc2C#N)cc1,0.0,1,1,-0.1,-3,130,-130,2.4,-1,130*
COc1ccccc1OC(=O)c1ccc(SC)cc1OC,-0.4,1,-20,2.6,-4,19,-19,1.8,0,108
COc1ccc(-c2cccc(C(=O)Nc3ccc(C)cc3)c2)cc1,-0.2,1,5,-3.0,0,28,-28,1.1,5,92
CSc1nc2ccccc2n1Cc1cccc(F)c1,-0.4,1.1,-11,-2.4,-6,17,-17,0.92,-3,90
CCOC(=O)c1sc(NC(=O)CSc2nnc(C(C)C)n2C)nc1C,-0.3,1,5,-0.1,-4,-11,11,1.2,1,101
COC(=O)CN=Cc1c(C)[nH]n(-c2ccccc2)c1=O,-0.2,1,-1,-1.2,0,-4,4,1.1,-3,96
Cc1ccc(-c2nn3c(C)nnc3s2)cc1NC(=O)c1cccs1,-0.5,1,9,0.3,-2,-15,15,0.89,-7,102
O=C(NCc1ccco1)NCC(F)(F)F,-0.3,1.2,17,2.6,-21,-17,17,0.91,1,100
CCN(CCn1cccn1)Cc1nc(-c2ccc(C(=O)OC)cc2)no1,-0.3,1,14,-0.5,-3,-2,2,x,7,98
CCCC(=O)NNC(=O)c1c(O)c2ccccc2[nH]c1=O,-0.3,1,8,-0.7,0,1,-1,1.1,-3,106
O=S(=O)(c1cccc(-c2nnc(SCc3ccc(Cl)cc3)o2)c1)N1CCCCC1,-0.3,1.1,12,2.6,-6,3,-3,1.1,4,100
COc1cc2c(cc1NC(=O)c1cccc(Br)c1)CCCC2,-0.4,1.1,-2,1.7,-8,-2,2,1.1,0,101
O=[N+]([O-])c1ccc(-c2nnc(CSc3nc(-c4ccccc4)nc4ccc(F)cc34)o2)cc1,-0.3,x,x,0.1,x,-5,5,x,x,94
CCN=C1SC(CC(=O)NCCc2ccc(OC)c(OC)c2)C(=O)N1CC (stereo unspecified),-0.1,1,6,-3.8,-2,4,-4,1,-3,98
C/C(=N\NC(N)=O)c1ccc(Cl)cc1,-0.4,1,4,-6.0,1,3,-3,0.93,0,98
Cc1cc(C)n(-c2c(C)[nH]c3ccccc23)n1,0.1,1.1,12,-0.1,-7,7,-7,1,-2,83
CC(=O)c1cccc(NC(=O)CN(c2cccc(F)c2)S(C)(=O)=O)c1,-0.1,1,37,0.3,-5,6,-6,1.1,1,94
C=CCN1C(=O)C(CC(=O)O)SC1=Nc1cccc([N+](=O)[O-])c1 (stereo unspecified),-0.1,1,11,0.6,0,-7,7,0.96,-8,100

# 2 entries from above, reformatted:
CCN=C1SC(CC(=O)NCCc2ccc(OC)c(OC)c2)C(=O)N1CC (stereo unspecified)
  Hsp70 activator = -0.1
  FLuc act counter = 1
  G6PDH CS = 6
  DTT redox prof = -3.8
  FLuc inh counter = -2
  APP 5'UTR act = 4
  APP transl inh = -4
  NF-kB neuron act = 1
  HMGR II inh = -3
  STAT1 act = 98

COC(=O)c1sc(S(=O)(=O)N2CCCCC2)c(C(=O)OC)c1C
  Hsp70 activator = 0.0
  FLuc act counter = 1
  G6PDH CS = 0
  DTT redox prof = -1.0
  FLuc inh counter = -4
  APP 5'UTR act = -9
  APP transl inh = 9
  NF-kB neuron act = 1.1
  HMGR II inh = 0
  STAT1 act = 103

# (listing goes on)
SMILES,Hsp70 activator,FLuc act counter,G6PDH CS,DTT redox prof,FLuc inh counter,APP 5'UTR act,APP transl inh,NF-kB neuron act,HMGR II inh,STAT1 act
Cc1ccc(C(=O)c2coc3cc([N+](=O)[O-])c(O)c([N+](=O)[O-])c23)cc1,-0.1,1,0,0.4,3,-14,14,1.2,-2,96
CCOc1ccc(OCC(=O)Nc2ccc(S(=O)(=O)Nc3cc(C)nc(C)n3)cc2)cc1,-0.3,1.1,-1,-0.3,-6,-20,20,1,-4,101
CCN(Cc1ccncc1)C(=O)CCc1nnc(CCC2CCCCC2)o1,-0.5,1,9,-0.6,-3,12,-12,1.7,12*,108
Cc1cc2ncn(CC3CC3(Cl)Cl)c2cc1C (stereo unspecified),-0.3,1,-5,0.2,-2,6,-6,0.98,0,94
CCOC(=O)C1(Cc2ccccc2C(F)(F)F)CCN(C2CCSC2)CC1 (stereo unspecified),0.0,1,-1,10,-1,2,-2,1.2,-8,101
Cc1ccc(C)c(NC(=S)NNC(=O)c2ccco2)c1,-0.1,1.1,-1,0.0,-5,38,-38,1.1,1,96
CC(=O)NC(CC(=O)NC1CCCCC1)c1ccccc1 (stereo unspecified),0.1,1.1,-9,0.3,-7,4,-4,1.2,-8,96
CC(Oc1cccc(Cl)c1)C(=O)Nc1ccncc1 (stereo unspecified),-0.2,1,13,-1.3,-1,4,-4,0.88,5,95
COc1ccccc1/C=N/n1c(C)nnc1-n1nc(C)cc1C,-0.6,1.1,3,0.2,-8,1,-1,0.95,-5,95
O=C(O)CSc1nnc(-c2ccc(S(=O)(=O)N3CCCC3)cc2)n1Cc1ccco1,0.1,1.1,3,-0.5,-5,-10,10,1.1,-2,98
COc1cc2c(cc1OC)C(C(=O)Nc1ccccc1N1CCN(C)CC1)C1c3ccccc3CCN1C2=O (stereo unspecified),-0.3,1,5,0.1,-3,-5,5,1.2,-4,96
O=C(NCCc1ccccc1)c1cc(=O)[nH]c2ccccc12,-0.1,1,0,-0.3,-3,5,-5,0.97,-11,88
Cc1ccccc1C(=O)NC(=S)Nc1ccc(S(=O)(=O)N(C)c2ccccc2)cc1,0.2,1,-9,0.3,-4,-11,11,0.77,-1,100
Cc1cc(C)n(CCCC(=O)O)n1,0.0,1,13,-0.3,0,-1,1,0.95,-7,98
CCNc1nc(NC(C)C)nc(N(C#N)CCOc2ccc(Cl)cc2Cl)n1,0.1,1,5,1.3,-2,-3,3,0.61,0,96
C=CCn1c(SCC(=O)Nc2ccc3c(c2)OCO3)nc2ccccc2c1=O,-0.3,1,-5,-3.6,0,-6,6,1,0,99
COc1ccc(C(CC(=O)O)NC(=O)c2cccs2)cc1 (stereo unspecified),-0.2,1,-12,-2.5,-2,23,-23,0.81,1,106
O=C(O)c1cccc(NC(=O)C2C3C=CC(C3)C2C(=O)OCC(F)(F)C(F)F)c1 (stereo unspecified),0.3,1.1,5,-0.9,-9,2,-2,1.3,-2,96
Clc1ccc(CN(Cc2ccccc2)C(c2cccs2)c2nnnn2C2CCCC2)cc1 (stereo unspecified),-0.2,1.1,4,0.4,-5,x,x,0.92,3,97
COc1cc(CCC(=O)Nc2cc(Cl)ccc2N2CCN(C)CC2)cc(OC)c1OC,-0.2,1,23,1.6,0,-5,5,0.89,-8,91
COC(=O)c1ccc(CSCC(=O)Nc2ccccc2)cc1,0.1,1,8,-0.2,-2,31,-31,1.1,1,86
Cc1ccc(S(=O)(=O)NCC(=O)OCc2csc(-c3ccccc3)n2)cc1,0.1,1.1,-15,0.3,-5,13,-13,1.7,-4,106
CCOC(=O)Cn1cc(C(=O)C(C)(C)C)c2ccccc21,0.0,1.1,16,-1.1,-8,-6,6,1.1,1,102
COc1ccc(NC(=O)COC(=O)CNS(=O)(=O)c2ccccc2)cc1OC,-0.4,1,2,-0.1,2,21,-21,1,-5,97
